FBW7 activator: FBW7 E3 ligase activators, primary screen, biochemical, AlphaScreen, human; F-box/WD repeat-containing protein 7 (Homo sapiens), Q969H0; 0.13% of 650,000 active; normalized activity (activation), % at 26.1 µM; AlphaScreen FBW7–phospho-cyclin E peptide binding, activator screen; in the data active = normalized activity above about 1.9%;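 also: purified mutant Fbw7 with reduced substrate affinity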
GPR151 activ: activators of human GPR151, primary screen, cell-based, PathHunter beta-arrestin, luminescence; G-protein coupled receptor 151 (Homo sapiens), Q8TDV0; PathHunter beta-arrestin GPR151 cells; activation, % at 11.2 µM; 1% of 650,000 active; in the data active = activation above about 4.9%;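 also: 0% = median of compound wells and 100% = cells with positive control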
Target sequence (Q8TDV0 whole entry, looked up): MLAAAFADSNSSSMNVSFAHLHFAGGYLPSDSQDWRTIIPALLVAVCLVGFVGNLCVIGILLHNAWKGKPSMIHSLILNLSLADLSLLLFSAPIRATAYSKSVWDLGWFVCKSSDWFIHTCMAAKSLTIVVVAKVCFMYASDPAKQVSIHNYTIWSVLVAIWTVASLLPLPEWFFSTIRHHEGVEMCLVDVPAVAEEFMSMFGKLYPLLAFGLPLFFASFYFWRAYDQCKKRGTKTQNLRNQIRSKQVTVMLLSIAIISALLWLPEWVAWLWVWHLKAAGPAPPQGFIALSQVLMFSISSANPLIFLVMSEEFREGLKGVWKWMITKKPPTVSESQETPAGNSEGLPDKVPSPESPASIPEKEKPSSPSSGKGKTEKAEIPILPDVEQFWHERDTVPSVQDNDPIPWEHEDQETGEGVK
TEAD-YAP block: TEAD-YAP interaction inhibition, primary screen, TEAD-YAP interaction inhibitor project, luminescence, HEK-TIYL cells | inhibition, % at 9.12 µM | AID 1259422, 2018 | 1.4% of 640,000 active | TEAD-Gal4/YAP UAS-luciferase luminescence; in the data active = inhibition above about 32%;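 also: 0% = median of test compound wells and 100% = reference inhibitor wells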
MITF primary: MITF inhibitors, primary screen, biochemical, AlphaScreen, human | Microphthalmia-associated transcription factor (Homo sapiens), O75030 | AlphaScreen MITF homodimerization, bead proximity signal | inhibition, % at 2.6 µM | 0.91% of 650,000 active; in the data active = inhibition above about 50%;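 also: 0% = vehicle wells with protein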
Target sequence (O75030 whole entry, looked up): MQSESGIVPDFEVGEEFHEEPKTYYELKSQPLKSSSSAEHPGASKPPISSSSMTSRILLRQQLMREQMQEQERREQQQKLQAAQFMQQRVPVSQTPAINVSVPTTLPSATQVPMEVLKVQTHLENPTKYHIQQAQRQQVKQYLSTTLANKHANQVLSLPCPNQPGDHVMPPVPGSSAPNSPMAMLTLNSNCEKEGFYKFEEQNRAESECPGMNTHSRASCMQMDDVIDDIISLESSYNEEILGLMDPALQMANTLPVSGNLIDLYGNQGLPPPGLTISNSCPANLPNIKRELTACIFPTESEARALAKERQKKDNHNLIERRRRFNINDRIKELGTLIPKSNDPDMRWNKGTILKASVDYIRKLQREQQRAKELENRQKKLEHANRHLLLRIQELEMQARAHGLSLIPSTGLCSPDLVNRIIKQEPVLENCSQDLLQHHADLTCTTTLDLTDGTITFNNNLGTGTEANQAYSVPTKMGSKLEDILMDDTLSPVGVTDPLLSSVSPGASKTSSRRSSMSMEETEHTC
Numbers without * were called inactive.

SMILES	FBW7 activator	GPR151 activ	TEAD-YAP block	MITF primary
CC(C)COc1ccc(C2Nc3ccccc3C(=O)N2c2ccc(Br)cc2)cc1 (stereo not drawn)	-0.2	1.5	-34	2
CCCC1(c2ccccc2)NC(=O)N(CC(=O)Nc2ccc(N3CCOCC3)cc2)C1=O (stereo not drawn)	0.1	-0.9	3	15
CC1(C)c2ssc(=S)c2-c2ccccc2N1C(=O)c1ccccc1Cl	-0.9	0.5	-6	-1
CCOC(=O)C1(CC)OC12CCCCC2 (stereo not drawn)	-0.1	1.3	0	6
COc1cccc(C2CC(c3ccc(F)cc3)Nc3ncnn32)c1 (stereo not drawn)	0.8	0.8	1	14
CC(C)n1cnc2c(NCc3cccnc3)nc(NCc3cccnc3)nc21	-0.1	1.0	-4	-2
Cc1ccc(NC(=S)Nc2ccc3c(c2)OCO3)c([N+](=O)[O-])c1	-0.2	-0.8	-7	10
CCOc1ccc2nc(NC(=O)c3cccc(Oc4ccccc4)c3)sc2c1	0.0	-0.5	4	0
O=C(Nc1ccc2oc(=O)ccc2c1)c1ccco1	0.5	-1.1	-23	20
c1ccc2c(c1)nc(NC1CC1)c1nncn12	0.0	0.6	-4	-2
O=[N+]([O-])c1cccc(S(=O)(=O)N(Cc2ccccc2)c2ccccc2)c1	0.6	-0.9	-5	18
O=C(Nc1ccc(-c2ccncc2)cc1OCCN1CCCC1)C1COc2ccc(F)cc2C1 (stereo not drawn)	-0.3	-0.7	-1	-12
Cc1ccc(S(=O)(=O)N/N=C2/CCCC(=O)C2)cc1[N+](=O)[O-]	-0.1	-1.4	6	-3
CN(C)CCOc1cc(-c2cn[nH]c2)ccc1NC(=O)C1COc2c(F)cccc2C1 (stereo not drawn)	-0.4	-0.4	0	2
CCOC(=O)c1sc2nc(SCC(=O)NC3CCCCC3)n(Cc3cccc(Cl)c3)c(=O)c2c1C	0.0	2.8	-9	-13
CN(CCC1CCOCC1)Cc1ccc(OCC(O)CN(C)Cc2ccccc2)cc1 (stereo not drawn)	0.2	-1.6	-1	0
CC1=NN(c2cccc(F)c2)C(=O)/C1=C/c1ccc(Cl)cc1Cl	-0.1	1.2	23	8
Cc1nc(SCc2ccc(Br)cc2)n[nH]1	0.0	-0.4	33*	15
COc1ccc(CNc2nc(C)c(-c3ccn(C)n3)s2)c(OC)c1C	0.1	0.9	-12	-2
O=C1CCCN1CCCNc1nc(NCc2ccc3c(c2)OCO3)nc2c1ncn2C1CCCCC1	0.1	0.8	-3	15
Cc1nc(-c2ccc(NS(=O)(=O)c3cccc4ccccc34)cc2)cs1	-0.1	0.1	3	9
COc1ccc(-n2nc(C(=O)NCCCN3CCC(C)CC3)c3ccccc3c2=O)cc1	0.0	0.1	-6	9
CCC1CN(CCC(=O)NC2CCOC(C)(C)C2)Cc2cc(OC)ccc2O1 (stereo not drawn)	-0.1	-1.1	7	1
CCc1nnc(NC(=O)CN2CCN(c3ccc(Cl)cc3)CC2)s1	0.1	0.7	7	7
Cc1cccc(Nc2nc3nonc3nc2N2CCC(C)CC2)c1	0.5	-0.5	16	6

Copied from above (16 entries):
SMILES	FBW7 activator	GPR151 activ	TEAD-YAP block	MITF primary
CC(C)COc1ccc(C2Nc3ccccc3C(=O)N2c2ccc(Br)cc2)cc1 (stereo not drawn)	-0.2	1.5	-34	2
CCCC1(c2ccccc2)NC(=O)N(CC(=O)Nc2ccc(N3CCOCC3)cc2)C1=O (stereo not drawn)	0.1	-0.9	3	15
CC1(C)c2ssc(=S)c2-c2ccccc2N1C(=O)c1ccccc1Cl	-0.9	0.5	-6	-1
CCOC(=O)C1(CC)OC12CCCCC2 (stereo not drawn)	-0.1	1.3	0	6
COc1cccc(C2CC(c3ccc(F)cc3)Nc3ncnn32)c1 (stereo not drawn)	0.8	0.8	1	14
CC(C)n1cnc2c(NCc3cccnc3)nc(NCc3cccnc3)nc21	-0.1	1.0	-4	-2
Cc1ccc(NC(=S)Nc2ccc3c(c2)OCO3)c([N+](=O)[O-])c1	-0.2	-0.8	-7	10
CCOc1ccc2nc(NC(=O)c3cccc(Oc4ccccc4)c3)sc2c1	0.0	-0.5	4	0
O=C(Nc1ccc2oc(=O)ccc2c1)c1ccco1	0.5	-1.1	-23	20
c1ccc2c(c1)nc(NC1CC1)c1nncn12	0.0	0.6	-4	-2
O=[N+]([O-])c1cccc(S(=O)(=O)N(Cc2ccccc2)c2ccccc2)c1	0.6	-0.9	-5	18
O=C(Nc1ccc(-c2ccncc2)cc1OCCN1CCCC1)C1COc2ccc(F)cc2C1 (stereo not drawn)	-0.3	-0.7	-1	-12
Cc1ccc(S(=O)(=O)N/N=C2/CCCC(=O)C2)cc1[N+](=O)[O-]	-0.1	-1.4	6	-3
CN(C)CCOc1cc(-c2cn[nH]c2)ccc1NC(=O)C1COc2c(F)cccc2C1 (stereo not drawn)	-0.4	-0.4	0	2
CCOC(=O)c1sc2nc(SCC(=O)NC3CCCCC3)n(Cc3cccc(Cl)c3)c(=O)c2c1C	0.0	2.8	-9	-13
CN(CCC1CCOCC1)Cc1ccc(OCC(O)CN(C)Cc2ccccc2)cc1 (stereo not drawn)	0.2	-1.6	-1	0

A draw from above in order of count of non-hydrogen atoms, falling.
SMILES	FBW7 activator	GPR151 activ	TEAD-YAP block	MITF primary
COc1ccc(-n2nc(C(=O)NCCCN3CCC(C)CC3)c3ccccc3c2=O)cc1	0.0	0.1	-6	9
CC(C)n1cnc2c(NCc3cccnc3)nc(NCc3cccnc3)nc21	-0.1	1.0	-4	-2
COc1cccc(C2CC(c3ccc(F)cc3)Nc3ncnn32)c1 (stereo not drawn)	0.8	0.8	1	14

(further entries)
SMILES	FBW7 activator	GPR151 activ	TEAD-YAP block	MITF primary
CC1CCc2c(sc3nc4c5ccccc5c5nnnn5n4c(=O)c23)C1 (stereo not drawn)	-0.2	1.3	-7	-8
COc1ccc(C2C(C(=O)OC3CCCCC3)=C(C)Nc3nnnn32)cc1 (stereo not drawn)	0.1	-0.2	-16	-5
C/C(N)=C(/C#N)C(=O)COC(=O)C(Cc1ccccc1)NC(=O)c1ccccc1 (stereo not drawn)	-0.1	-1.8	-6	0
Cc1ccc(C2=NN(S(=O)(=O)c3ccc(C)cc3)C(c3ccccc3F)C2)cc1 (stereo not drawn)	-0.2	-0.5	-3	-10
O=C(Nc1ccc(Cl)c(Cl)c1)c1cc(S(=O)(=O)NCCc2ccc(Cl)cc2)ccc1F	-0.1	0.3	-4	-2
COC(CNC(=O)c1ccc2nc(-c3ccc(C)cc3)c(-c3ccc(C)cc3)nc2c1)OC	0.0	-0.5	3	2
COCCSc1nnc(NC(=O)c2cc(C(=O)OC)cc([N+](=O)[O-])c2)s1	-0.1	-1.8	-2	1
Cc1ccc(OCc2nnc(NC(=O)Nc3ccccc3)s2)c(C)c1	0.1	-0.9	6	15
O=C(NCc1ccncc1)c1ccc(C#CC2(O)CCCCC2)cc1	0.1	-0.6	9	6
CCOC(c1ccccc1)c1nc2ccccc2n1CC (stereo not drawn)	-0.2	4.5	15	8
CC1(C)ON=C(c2ccccc2)C1(Br)[N+](=O)[O-] (stereo not drawn)	0.0	-1.5	-9	-2
CCCCNC(=O)c1cnc(N2CCN(CC)CC2)c2ccccc12	0.1	-0.6	-3	15
COc1ccc(C(C)C)cc1S(=O)(=O)n1cnc(C)c1	0.3	-1.8	-38	3
Cc1cc(C)cc(NC(=O)C(C)N(c2ccccc2)S(C)(=O)=O)c1 (stereo not drawn)	0.1	-0.5	-1	-5
Cc1ccc(C)c(C(=O)N2CCCCCC2)c1	-0.1	-0.3	-4	-6
Cc1ccccc1OCCSc1ncnc2nc[nH]c12	-0.2	-0.1	-21	-7
O=C1NC(=O)C(=Cc2cccc(OC(=O)c3cccc4ccccc34)c2)C(=O)N1	-0.2	2.3	-17	2
Cc1c(C#N)c(O)[nH]c(=O)c1N=Nc1ccc(S(N)(=O)=O)cc1	-0.1	-4.1	-4	14
CC(C)N=c1scc(-c2cccs2)n1/N=C/c1ccc(O)c(O)c1O	-0.1	-1.1	27	26
CN(C(=O)C1CC(c2ccc(F)cc2)=NO1)C1CCCCC1 (stereo not drawn)	-0.3	-0.8	-19	3
COc1ccccc1-n1c(C)nc2cc(C(=O)N3CCc4ccccc43)ccc21	-0.1	1.8	0	14
COc1ccc(Nc2nc(C(=O)N3CCCC3)cs2)cc1OC	0.0	-0.9	-14	4
Cc1ccc(-c2csc3ncn(CC(=O)N(C)Cc4ccccc4)c(=O)c23)cc1	-0.1	0.3	20	0
COc1ccc(C(=O)NCC2Cc3cccc(-c4cncnc4)c3O2)cc1OC (stereo not drawn)	0.0	0.6	-2	8
CC(=O)c1ccc(-c2nnc(CCC(=O)N3CCN(c4ccc(C)cc4)CC3C)o2)s1 (stereo not drawn)	0.1	3.2	-41	7

Next part:
SMILES	FBW7 activator	GPR151 activ	TEAD-YAP block	MITF primary
CCNC(=S)N(Cc1ccc2c(c1)OCO2)C1CC(=O)N(c2ccc(OC)cc2)C1=O (stereo not drawn)	0.1	2.5	13	-2
O=C(N1CCOCC1)C1(c2ccccc2)CCCCC1	0.0	-0.5	0	-20
C=CCN1C(=O)C(C)(C)COc2cc(NS(=O)(=O)c3ccc(Cl)cc3)ccc21	0.1	-0.2	8	3
COc1ccc(NC(=O)c2ccc3c(=O)n(-c4ccc(F)c(Cl)c4)c(=S)[nH]c3c2)c(OC)c1	0.1	-0.2	-5	-1
Cc1nn(-c2ccccc2)c(N)c1C(O)(CSc1nccn1C)C(F)(F)F (stereo not drawn)	0.0	0.6	0	2
Cc1noc(C)c1NC(=O)NCc1cc2ccccc2s1	0.2	-0.3	-2	-9
CCOC(=O)c1c(N2C(N)=C(C#N)C(c3ccc(Br)cc3)C3=C2CCCC3=O)sc2c1CCCCC2 (stereo not drawn)	0.0	0.5	15	10
Cc1ncoc1C(=O)NCC1Cc2cc(-c3cccnc3)cc(F)c2O1 (stereo not drawn)	-0.2	0.8	-3	-3
Cc1ccc(N2CCN(CC(=O)Nc3ccncc3)C2=O)cc1	-0.1	-0.3	13	17
CCCCC(=O)OCCCN1C(=O)c2cccc3c(N4CCCCC4)ccc(c23)C1=O	0.0	0.6	0	-2
CCCc1nc2nc(C)c(NS(=O)(=O)c3ccc(C)cc3C)c(=O)n2[nH]1	0.4	0.7	9	-2
COc1ccc(/C=C/C(=O)NCC(C)(C)CNC(=O)/C=C/c2ccc(OC)cc2)cc1	-0.3	1.1	-54	-2
Cc1ccc(-n2nnnc2SCC(=O)NC(C)(C)C)cc1C	-0.2	0.4	3	2
O=S(=O)(c1ccccc1)n1nc(-c2cccnc2)nc1NCc1ccco1	-0.1	-0.1	9	-5
Cc1ccc(-n2c(SCC(=O)Nc3nccs3)nnc2-c2ccccn2)cc1C	-0.1	0.0	-9	3
Cc1cc(/C=C(/C#N)c2nc3ccccc3[nH]2)c(C)[nH]1	0.0	-0.5	-55	1
CCc1ccc(NC(=O)c2cc(S(=O)(=O)NCc3ccccc3Cl)ccc2F)cc1	0.1	3.1	16	17
O=C(O)Cc1nonc1NCNc1nonc1CC(=O)O	0.2	1.5	-5	6
O=C(Cn1ccc2ccccc21)NCCOc1ccc(F)cc1	-0.1	-0.4	-6	-4
COc1ccc(C(=O)NC(C)C(c2cccs2)N2CCN(c3ccccc3)CC2)cc1OC (stereo not drawn)	0.1	-1.0	-1	2
CCOC(=O)C1CCN(C(=O)c2ccccc2OC(C)=O)CC1	0.1	0.7	4	-4
CCOC(=O)CS(=O)(=O)c1ccc(C(=O)NC(C)CC)cc1[N+](=O)[O-] (stereo not drawn)	-0.3	1.1	-14	1
CCOC(=O)c1ccc(NS(=O)(=O)c2ccc3c(c2)n(C)c(=O)n3C)cc1	0.2	0.4	14	10
Cc1ccc(S(=O)(=O)CCc2nnc(NC(=O)C3CCCCC3)s2)cc1	0.0	0.3	-3	2
COc1cc(S(=O)(=O)N2CCN(c3cccc(Cl)c3)CC2)ccc1Cl	0.0	-1.3	-2	0
COc1ccccc1NC(=O)c1cc2ccccc2c(=O)o1	0.0	1.3	-22	6
COc1ccc(NC(=O)C2=C(C)NC(=O)NC2c2ccccc2Br)c(OC)c1 (stereo not drawn)	0.1	0.5	5	-2
O=C(/C=C/c1ccccc1[N+](=O)[O-])Nc1ccc(Br)cc1F	-0.1	-0.7	-30	12
COCCNCCC1CCC(=O)N1Cc1ccc(C)c(F)c1 (stereo not drawn)	0.0	0.6	14	10

Screening data deposited in PubChem by The Scripps Research Institute Molecular Screening Center.
